Bioassay records: PubChem BioAssay, National Center for Advancing Translational Sciences (NCATS)
UDG counterscr = Primary qHTS assay for inhibitors of Activation Induced Cytidine Deaminase (AID): UDG Counterscreen signal; FRET deamination/UDG coupled assay, UDG read, 4 h; Potency, µM (doses to about 115 µM), for the others: at the highest dose activity change, negative = inhibition, usual class: inhibitors; 0.14% of 91,000 active; AID 1347430, 2020; note: nearly all actives have a fitted effect of over 65% in size
AID inhibitor = Primary qHTS assay for inhibitors of Activation Induced Cytidine Deaminase (AID): AID signal | Potency, µM (doses to about 115 µM), for inactives: top-dose activity change, negative = inhibition, usual class: inhibitors | 0.32% of 91,000 active | AID 1347428, 2020 | AID deamination FRET fluorescence, UDG-coupled, 4 h | Single-stranded DNA cytosine deaminase (Homo sapiens), Q9GZX7; note: nearly all actives have a fitted effect of over 25% in size
Target sequence (Q9GZX7 whole entry, looked up): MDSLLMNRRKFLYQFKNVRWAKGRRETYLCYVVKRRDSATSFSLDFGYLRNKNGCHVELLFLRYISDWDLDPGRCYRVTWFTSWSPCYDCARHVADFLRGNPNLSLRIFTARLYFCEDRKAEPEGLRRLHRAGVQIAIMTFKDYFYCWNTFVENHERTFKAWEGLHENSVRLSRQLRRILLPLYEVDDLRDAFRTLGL
* = called active by the depositor; ? = inconclusive; & = joins results of further samples; [ ] = remark or other dose. Calls come from the whole dose curve; as a rule, active = well fitted curve in the direction sought with a large enough effect; inconclusive = small, poorly fitted or top-dose-only effect, or another doubt; inactive = no such curve, though single readings can be large; an effect the other way counts as inactive or inconclusive. % is set by controls: 0 for no effect and ±100 for the full control effect; potency is the fitted concentration of half-maximal effect. An excerpt; rates above refer to the full screens.

SMILES	UDG counterscr	AID inhibitor
CCCOc1ccc(Br)cc1C1C(C(=O)OC(C)C)=C(C)Nc2nnnn21 (centres undefined)	-5%	-5%
O=C(Cc1ccc(F)cc1)NCc1ccc2c(c1)CCN2C(=O)c1ccc(F)cc1	-21%	-6%
CCc1ccc(/C=C2/SC(=S)NC2=O)cc1	2%	?
FC(F)(F)c1ccc(Cl)c(N/N=C/c2cccc(OCc3ccccc3)c2)c1	-6%	-15%
COc1ccc(C2C(=O)N(C3CCCCCC3)CC(=O)N2Cc2ccccc2)cc1 (centres undefined)	0%[57.5 µM]	6%
O=C(NC1CCCCC1)c1cc2sc3ccccc3c2s1	-3%	2%
COc1cc(NC(=O)c2ccc3ccccc3n2)cc(OC)c1	-4%	38%[activator]
Cc1cn2c(=O)cc(COC(=O)c3ccc(NC(=O)COc4ccccc4C)cc3)nc2s1	-1%	13%
COc1ccc(OC)c(NC(=O)N2CCC(N3CCN(Cc4ccc(F)cc4)C(=O)C3=O)CC2)c1	0%	?
CC(C)NC(=O)CN(C)C(=O)CCl	3%	-2%
COc1ccc(CNC(=O)c2ccc3c(O)c(S(=O)(=O)c4ccccc4)c(=O)[nH]c3c2)cc1	10%	-22%
Cc1cc(F)ccc1S(=O)(=O)NCC(c1ccco1)S(=O)(=O)c1cccs1 (centres undefined)	4%	35%
CCCCC(=O)Nc1c(S(=O)(=O)c2ccc(F)cc2)c(C)c(C)n1CCOC	-4%	6%
Cc1ccc(C)c(Cn2c(SCC(=O)NCc3ccccc3)nc3ccccc32)c1	-19%	0%
C=CC[C@@H]1Cc2c(N)cccc2[C@@H](CC=C)N1	6%	30%
CC(=O)NC1(C#N)CCCCC1	-2%	-2%
COc1ccc(CNC(=O)Cn2nc3c(cc2=O)CCCC3)cc1	3%	16%
COc1ccc(Br)cc1CNC(=O)Cn1c(=O)c2cccn2c2ccc(F)cc21	-8%[57.5 µM]	-29%
CS(=O)(=O)Nc1ccc(/C=C/C(=O)O)cc1	-2%	0%
CCOc1cc(C)c(C(C)C)cc1S(=O)(=O)N(CC)CC	-8%	-16%
Cn1nc(-c2ccccc2F)c2cc(C(=O)N3CCN(c4ccccc4F)CC3)sc21	-17%	?
O=C(Cc1ccc(-c2ccccc2)cc1)N1CCN(S(=O)(=O)c2ccc3ccccc3c2)CC1	-5%	-13%
CCc1ccc(C(=O)c2cn(CC(=O)Nc3cc(C)ccc3C)c3nc(C)ccc3c2=O)cc1	?	-12%
Cc1ccc(-n2c(=O)c3sccc3n(CC(=O)N3CCCCC3C)c2=O)cc1C (centres undefined)	-2%	-1%
Cc1c(Cl)cccc1NC(=O)C(C)C	1%	0%
Cc1cccc(NC(=O)C2CCN(c3nc4ccccc4o3)CC2)c1C	1%	-4%
COc1cc(C2Oc3nc(SC)nnc3-c3ccccc3N2C(C)=O)cc(Cl)c1OC (centres undefined)	-5%	-8%
COc1ccccc1NC(=O)c1cc(S(=O)(=O)NCCc2ccccc2)ccc1F	4%	2%
COc1ccc(C2=NC3(CCCCC3)N(CC(=O)Nc3ccc(C(C)C)cc3)C2=O)cc1	-18%	?
CC(C)NC(=O)C(=O)Nc1cccc(C(=O)c2nccn2C)c1	-5%	-10%
O=[N+]([O-])c1cccc(C#Cc2ccccc2)c1	-12%	-10%
O=C(O)C(Cc1ccccc1)C(C(=O)O)c1ccccc1 (centres undefined)	7%	3%
O=C(CN1CCCC1)NC1CCCCC1	-2%	1%
C/C=C(/C)C(=O)OC1Cc2cc3ccc(=O)oc3cc2OC1(C)C (centres undefined)	2%	-12%
CC(Nc1ccc(Cl)cc1)C(=O)NC(N)=O (centres undefined)	5%	-8%
O=C(NCCC1=CCCCC1)c1ccc2c(=O)n3nc(Nc4ccccc4)sc3nc2c1	-3%	19%
ClC(/C=N/N1CCN(Cc2ccccc2)CC1)=C/c1ccccc1	-3%	-9%
CCOc1ccccc1CN(CCc1ccc2c(c1)OCO2)Cc1cc(OC)c(OC)cc1OC	-14%	?
Cc1cc(C)c2c(=O)cc(C(=O)Nc3ccc(S(=O)(=O)N(C)Cc4ccccc4)cc3)oc2c1	-11%[57.5 µM]	-6%
CCOC(=O)Nc1ccccc1	1%	6%
CCCCOCCCNC(=O)c1cccc(C#N)c1	-8%	-3%
O=C(COc1ncnc2sc3c(c12)CCC3)Nc1ccc(S(=O)(=O)N2CCCC2)cc1	-5%	-11%
Cn1cc(CN(C(=O)Nc2ccc(Cl)c(Cl)c2)C2CCCCC2)c2ccccc21	-6%	-2%
CCOc1ccc(NS(=O)(=O)c2ccc3[nH]cc(C(=O)N4CCCCCC4)c(=O)c3c2)cc1	-3%[57.5 µM]	7%
O=C(O)c1cc(NCc2ccccc2OCc2ccccc2)ccc1N1CCOCC1	0%	-3%
COc1cccc(-c2nc(SCc3cccc(Br)c3)n3[nH]c(=O)cc3n2)c1	41%[activator]	-24%
CCOC(=O)c1c(C)[nH]c(C)c1S(=O)(=O)N1CCCC(C(=O)Nc2cccc(CC)c2)C1 (centres undefined)	-10%	-2%
COc1cc(OC)c(N(C)C(=O)c2sc3nc4n(c(=O)c3c2C)CCCCC4)cc1Cl	6%	-5%

14 entries from above, ordered by molecular weight, high to low:
SMILES	UDG counterscr	AID inhibitor
Cc1cc(C)c2c(=O)cc(C(=O)Nc3ccc(S(=O)(=O)N(C)Cc4ccccc4)cc3)oc2c1	-11%[57.5 µM]	-6%
CCOc1ccc(NS(=O)(=O)c2ccc3[nH]cc(C(=O)N4CCCCCC4)c(=O)c3c2)cc1	-3%[57.5 µM]	7%
CCOC(=O)c1c(C)[nH]c(C)c1S(=O)(=O)N1CCCC(C(=O)Nc2cccc(CC)c2)C1 (centres undefined)	-10%	-2%
O=C(COc1ncnc2sc3c(c12)CCC3)Nc1ccc(S(=O)(=O)N2CCCC2)cc1	-5%	-11%
O=C(NCCC1=CCCCC1)c1ccc2c(=O)n3nc(Nc4ccccc4)sc3nc2c1	-3%	19%
COc1cccc(-c2nc(SCc3cccc(Br)c3)n3[nH]c(=O)cc3n2)c1	41%[activator]	-24%
Cn1cc(CN(C(=O)Nc2ccc(Cl)c(Cl)c2)C2CCCCC2)c2ccccc21	-6%	-2%
ClC(/C=N/N1CCN(Cc2ccccc2)CC1)=C/c1ccccc1	-3%	-9%
C/C=C(/C)C(=O)OC1Cc2cc3ccc(=O)oc3cc2OC1(C)C (centres undefined)	2%	-12%
O=C(O)C(Cc1ccccc1)C(C(=O)O)c1ccccc1 (centres undefined)	7%	3%
CCCCOCCCNC(=O)c1cccc(C#N)c1	-8%	-3%
CC(Nc1ccc(Cl)cc1)C(=O)NC(N)=O (centres undefined)	5%	-8%
O=C(CN1CCCC1)NC1CCCCC1	-2%	1%
CCOC(=O)Nc1ccccc1	1%	6%

A second format for two compounds above.
Order of results: UDG counterscr	AID inhibitor
> CCCOc1ccc(Br)cc1C1C(C(=O)OC(C)C)=C(C)Nc2nnnn21 (centres undefined)
    -5%	-5%
> CCOC(=O)Nc1ccccc1
    1%	6%

Continued.
SMILES	UDG counterscr	AID inhibitor
CN(C(=O)Cn1c(=O)n(CCCS(=O)(=O)C2CCCCC2)c(=O)c2ccccc21)c1ccccc1	-1%	7%
COc1cccc(-n2c(=O)c3sc4ccccc4c3n(CC(=O)Nc3ccccc3C)c2=O)c1	4%	13%
Cc1ccccc1C1CCCN1C(=O)c1cc(C(C)C)on1 (centres undefined)	-3%	-7%
O=c1c2cc(Cl)ccc2ncn1Cc1coc(-c2cccs2)n1	-6%	-9%
COc1ccccc1N1CCN(C(=O)CSc2nc(-c3ccc(C(C)C)cc3)no2)CC1	8%	-2%
O=c1n(CCCN2CCN(c3cccc(Cl)c3)CC2)nc2ccccn12	0%	1%
CN(C)c1ccc(NC(=O)/C=C/c2ccccc2)cc1	-16%	1%
CCOc1ccccc1/C=N/O	-2%	-3%
O=S(=O)(Nc1cccc(-c2ccc(N3CCOCC3)nn2)c1)c1ccc(F)cc1F	3%	-2%
COCCCNC(=O)NC(CCC(C)C)c1c(-n2cccc2)sc2c1CCN(C)C2 (centres undefined)	-4%	37%[activator]
Cc1ccc(OC(=O)C(c2ccccc2)c2ccccc2)cc1	9%	0%
COc1ccc(NC(=O)COc2ccc(-c3nn(C)c(=O)c4ccccc34)cc2)cc1	6%&4%	-7%&-3%
CCc1ccc(-n2nnc(-c3nc(-c4cccs4)no3)c2N)cc1	10%	3%
Cc1ccc(-c2noc(-c3cccc(F)c3)n2)cc1	-9%	9%
COc1ccc(Cl)cc1NC(=O)c1cnc(N2CCCCC2)c2ccccc12	17%	6%
Cn1c(SCc2cccc3cccnc23)nnc1C(F)(F)F	-1%	-5%
COc1ccc(NC(=O)C(c2ccccc2)N(C)C(=O)/C=C\c2ccc3c(c2)OCO3)cc1 (centres undefined)	-19%	?
Cc1ccc(C)c(CN2CCCN(CC(=O)Nc3ccc(C)c(C)c3)S2(=O)=O)c1	33%[activator]	?
Cc1ccccc1C(C)NC(=O)/C=C/c1ccco1 (centres undefined)	-2%	1%
CCc1ccc(NC(=O)c2cnc3c(-c4ccccc4)c(C)nn3c2C)cc1	49%[activator]	8%
CC1CCC(=C(C#N)C(=O)NC2CC2)CC1 (centres undefined)	-7%	7%
CCCCSCCCNC(=O)c1c[nH]c2ccc(S(=O)(=O)Nc3cccc(OC)c3)cc2c1=O	7%[57.5 µM]	-2%
CC(NC(N)=O)C(=O)O (centres undefined)	-13%	-2%
COc1ccc(S(=O)(=O)NCCc2sc3nc(-c4ccc(C)cc4)nn3c2C)cc1C	-8%	0%
Cc1ccc(CCNC(=O)c2nnc(Cc3cccc(F)c3)o2)cc1	0%	-2%
O=C(CSc1c2c(nc3ccc(Cl)cc13)CCCC2)NCc1ccccc1Cl	3%[57.5 µM]	-12%
NC(=O)c1ccc(NC(=O)CSc2nc3ncccc3[nH]2)cc1	0%	11%
O=c1c2sc3ccccc3c2n(Cc2ccc(F)cc2)c(=O)n1Cc1ccccc1	-15%	29%
O/N=C(/c1ccccc1)c1ccc(O)cc1O	-5%	-9%
CCCn1c(=O)n(CC(=O)N(C)CC(=O)Nc2ccccc2Br)c2ccccc21	-11%	2%
Cc1cc(N2CCN(c3ccc(F)cc3)CC2)n2nc(-c3ccc(Cl)cc3)nc2n1	10%	-3%
Cn1nnnc1SCCNCc1ccc(OCc2ccccc2)cc1	-6%	-12%
O=S(=O)(Nc1nc2ccccc2nc1Nc1ccccc1Cl)c1cccs1	0%	0%
CN(C(=O)Nc1ccc(F)cc1F)C(c1ccc(Cl)cc1)c1nccn1C (centres undefined)	-3%	2%
COC(C(=O)NCc1ccc(C)cc1)(c1ccccc1)c1ccccc1	-3%	-14%
CC(O)c1ccc(-c2ccc(CNc3nnnn3C)o2)cc1 (centres undefined)	-8%	0%
COc1ccccc1N1CCN(Cc2nnc(-c3ccccc3C)o2)CC1	-4%	5%
COc1cc(-c2oc3ccc(C)cc3c(=O)c2O)cc(OC)c1OC	8%	-11%
COC(=O)c1ccc2c(=O)n3nc(Nc4ccc(F)cc4F)sc3nc2c1	2%	15%
COc1ccc(CC(=O)N2CC(=O)Nc3ccc(F)cc3C2c2ccccc2)cc1 (centres undefined)	-4%	-6%
Cc1ccc(Cl)cc1-n1c(=O)c2sc3ccccc3c2n(Cc2ccccc2)c1=O	-12%	134%[activator]
CCOc1ccc(Cn2c(CNS(=O)(=O)c3c(C)cc(C)cc3C)nc3cccnc32)cc1	9%	16%
Cc1cc(C)cc(-n2ccnc2SCC(=O)Nc2ccc(C)c(Cl)c2)c1	-24%	?
O=C(NCCc1ccccc1)c1nn(-c2ccccc2F)nc1CO	5%[57.5 µM]	60%[activator]
CCOC(=O)CCN(CC1CC1)C(=O)c1cccs1	-3%	-1%
N#C/C(=C\c1ccc(OCC(=O)N2CCOCC2)cc1)C(=O)Nc1ccccc1	-2%	-5%
CCc1ccccc1N(CC)C(=O)c1cc2c(s1)-c1ccccc1SC2	-6%&-14%	-10%&-23%
CC(=O)Nc1ccc(S(=O)(=O)Nc2ccc(-c3cn4c(C)csc4n3)cc2)cc1	-12%	?
Cc1cccc(C)c1NC(=O)c1cc(S(=O)(=O)N2CCc3ccccc3C2)ccc1F	?	-15%
Cn1c(SCC(=O)Nc2c(F)c(F)cc(F)c2F)nc2c(=O)[nH]cnc21	-15%	-7%
Clc1ccc(CSc2c[nH]c3ccccc23)cc1	0%	1%
CCC(Oc1ccccc1)C(=O)Nc1nnc(S(=O)(=O)Nc2ccccc2)s1 (centres undefined)	12%	13%
COc1cccc(-c2n[nH]c3c2C(c2ccccn2)N(C)C3=O)c1 (centres undefined)	5%	6%
CCOC(=O)c1ccc(NC(=O)Cn2cc(C(=O)c3ccc(Cl)cc3)c(=O)c3ccc(C)nc32)cc1	-4%	10%
Cc1occc(=O)c1OCc1noc(C(=O)NCc2ccc(Cl)cc2)n1	-13%	-9%
CC1CN(C(=O)Nc2cccc(CN3CCOC3=O)c2)CCO1 (centres undefined)	1%	6%
CCCCCCCCCCC(=O)Nc1c(CC)cccc1CC	-1%	-2%
Cn1c(=O)c2c(nc(N3CCCC3)n2Cc2cccc(Br)c2)n(C)c1=O	-17%	-8%
O=c1c2sccc2n(Cc2cc(=O)n3ccccc3n2)c(=O)n1-c1cccc(C(F)(F)F)c1	-4%	5%
CC(OC(=O)c1ccc(-n2cnnn2)cc1)C(=O)N(C)c1ccccc1 (centres undefined)	-3%	2%

Going on with the list.
SMILES	UDG counterscr	AID inhibitor
CC(C)Oc1c(I)cc(I)cc1/C=C(\C#N)c1nc2ccccc2[nH]1	-3%	-5%
CCc1ccc(C2CC(=O)c3c([nH]c(C(=O)OC4CCCCCC4)c3C)C2)cc1 (centres undefined)	-3%	6%
CSc1cccc(NC(=O)C2CCCC2)c1	-4%	0%
O=C(NC1CCCC1)c1cc(Cl)nc2ccccc12	4%	4%
Cc1cccc(N(C)C(=O)c2cc(S(=O)(=O)N3CCCCC3)c[nH]2)c1	5%	-6%
